APE1 inh = APE1 (human) endonuclease inhibition; P27695; recombinant APE1, TAMRA/BHQ-2 abasic DNA cleavage fluorescence; Potency, µM (doses to about 65.8 µM), inactives show at the top dose activity change, negative = inhibition, most hits filed as inhibitors; 350,000 compounds, 0.35% hits; AID 2517;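 further: potency means the concentration at half of the fitted maximal effect; plate controls were vehicle for no effect and reference inhibitor for full effect; nearly all actives have a fitted effect of over 55% in size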
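Incision of a quenched TAMRA/BHQ-2 THF abasic-site duplex (50 nM) by 0.75 nM APE1, after 15 min compound preincubation, measured as fluorescence increase over three 60 s reads. Values normalized to buffer, DMSO and NSC13755 control wells.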
Pol beta inh = inhibitors of human DNA polymerase beta; P06746; Pol beta primer extension/strand displacement, fluorescence kinetic; Potency, µM (titrated, usually from 114 µM), for inactives: at the highest dose activity change, negative = inhibition, most hits filed as inhibitors; 340,000 compounds, 1.3% hits; further: potency means the concentration at half of the fitted maximal effect; on the % scale 0 is the no-effect control and ±100 the full control effect
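10 nM enzyme + cpd, 15 min RT; start with substrate 50 nM final; read 0 min and after 10 min RT. Corrected, normalized data; 4-parameter Hill curve fit.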
TRHR agonist = TRH receptor (human) agonism. TRHR cells, calcium flux fluo-8, FDSS agonist mode. activation, % at 2 µM. 360,000 compounds, 0.18% hits; in the data active means activation above about 30%; further: 0% is about no effect
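TRHR-expressing cells, plated overnight in medium with 10% serum, were loaded with fluo-8 calcium dye at room temperature. After a 10 s baseline, library compound was pin-added and calcium release was recorded kinetically (ex 480/em 530) as agonist response.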
ALOX12 inh = ALOX12 (human) lipoxygenase inhibition; P18054; purified 12hLO, xylenol orange hydroperoxide absorbance; Potency, µM (highest dose often 108 µM), for inactives: at the top dose activity change, negative = inhibition, actives largely listed as inhibitors; 580,000 compounds, 1.1% hits; further: potency means the concentration at half of the fitted maximal effect; on the % scale 0 is the no-effect control and ±100 the full control effect
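Hydroperoxide product was detected by ferrous iron/xylenol orange as the 573 to 405 nm absorbance ratio. Arachidonic acid at 40 uM (final) was turned over for 30 min at room temperature by 150 nM human 12hLO, pH 7.0 Hepes buffer, after 15 min compound preincubation.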
POLK inh = blocks human DNA polymerase kappa activity | purified Pol kappa, fluorescent DNA synthesis assay, 10 min | Potency, µM (top dose mostly 107 µM), without a hit: at the top dose activity, negative = inhibition, actives largely listed as inhibitors | 400,000 compounds, 0.53% hits; further: potency means the concentration at half of the fitted maximal effect; on the % scale 0 is the no-effect control and ±100 the full control effect
Target sequence (Q9UBT6 whole entry, looked up): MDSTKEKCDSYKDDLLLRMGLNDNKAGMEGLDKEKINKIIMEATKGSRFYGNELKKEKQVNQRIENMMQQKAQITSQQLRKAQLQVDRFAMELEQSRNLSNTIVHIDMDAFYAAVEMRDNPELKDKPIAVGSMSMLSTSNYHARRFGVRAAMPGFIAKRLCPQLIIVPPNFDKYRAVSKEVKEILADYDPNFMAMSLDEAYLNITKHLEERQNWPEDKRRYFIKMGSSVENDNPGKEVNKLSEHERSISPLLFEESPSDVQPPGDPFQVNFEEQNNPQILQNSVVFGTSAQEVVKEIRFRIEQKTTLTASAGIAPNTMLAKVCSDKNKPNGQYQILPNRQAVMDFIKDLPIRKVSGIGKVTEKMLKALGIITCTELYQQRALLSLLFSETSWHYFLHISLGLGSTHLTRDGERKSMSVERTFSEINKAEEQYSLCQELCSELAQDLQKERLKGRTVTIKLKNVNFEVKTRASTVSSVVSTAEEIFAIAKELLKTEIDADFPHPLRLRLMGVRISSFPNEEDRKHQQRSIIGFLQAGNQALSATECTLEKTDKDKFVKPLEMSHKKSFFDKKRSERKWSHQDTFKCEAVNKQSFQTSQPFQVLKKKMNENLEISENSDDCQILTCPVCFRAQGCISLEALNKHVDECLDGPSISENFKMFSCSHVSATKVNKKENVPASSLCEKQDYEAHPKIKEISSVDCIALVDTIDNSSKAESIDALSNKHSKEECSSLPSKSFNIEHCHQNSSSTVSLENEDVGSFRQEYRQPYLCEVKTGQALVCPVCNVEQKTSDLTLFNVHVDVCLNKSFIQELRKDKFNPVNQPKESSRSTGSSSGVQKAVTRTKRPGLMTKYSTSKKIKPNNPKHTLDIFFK
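10 nM Pol kappa was preincubated with compounds for 15 min at room temperature. Reaction started with 50 nM (final) substrate. Fluorescence read kinetically at 0 and 10 min.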
Anesthetic bind = candidate novel general anesthetic via apoferritin binding; apoferritin/1-aminoanthracene competitive binding, fluorescence; Potency, µM (highest dose often 77.5 µM), for inactives: at the highest dose activity change, negative = displacement, usual class: inhibitors; 350,000 compounds, 0.074% hits; P02791; further: potency means the concentration at half of the fitted maximal effect; on the % scale 0 is the no-effect control and ±100 the full control effect; nearly all actives have a fitted effect of over 20% in size
Target sequence (P02791 2-175 limits assumed): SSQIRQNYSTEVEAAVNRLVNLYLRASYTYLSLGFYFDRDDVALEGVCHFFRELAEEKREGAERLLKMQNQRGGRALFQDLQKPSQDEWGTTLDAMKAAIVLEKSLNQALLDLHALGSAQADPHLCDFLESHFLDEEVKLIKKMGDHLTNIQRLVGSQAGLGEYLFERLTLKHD
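Concentration-response curves derived by four-parameter Hill fitting of normalized fluorescence, where compounds displaced 1-AMA from 10 uM horse apoferritin following a brief 10 min room-temperature incubation; propofol titration acted as positive control.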
ERG Ets-DNA blk = ERG Ets/DNA interaction inhibition; P11308; fluorescence polarization, His-ERG Ets domain / labelled DNA; Potency, µM (highest dose often 76.9 µM), for inactives: at the highest dose FP activity, negative = inhibition, usual class: inhibitors; 370,000 compounds, 0.028% hits; AID 624246; active means well fitted inhibition curve with a large enough effect in the polarisation, with a control signal flat; inconclusive means small, poorly fitted or top-dose-only effect, or effect the other way, or a change in a side signal; inactive means no such curve, though single readings can be large or run the other way; the % refers to the polarisation;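 further: polarization taken with two DNA probes labelled with fluorescein and Texas red; potency means the concentration at half of the fitted maximal effect; % of control where 0% means no effect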
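His-tagged ERG Ets domain (1 uM in the protein solution; 300mM KCl, 50mM Tris-HCl, 1mM EDTA, 1mM DTT, pH 7.5) received compound, then a probe mix of 5 nM fluorescein-DNA and 100nM Texas-615-DNA. Fluorescence polarization was read for both dyes.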
BLM helicase inh = inhibitors of human Bloom syndrome helicase BLM. P54132. recombinant BLM DNA unwinding, fluorescence dequenching. AID 2528. 350,000 compounds, 0.2% hits. Potency, µM (titrated, usually from 56.1 µM), without a hit: top-dose activity change, negative = inhibition, hits mostly inhibitors;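 further: potency means the concentration at half of the fitted maximal effect; plate controls were vehicle for no effect and no enzyme for full effect; nearly all actives have a fitted effect of over 35% in size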
POLI inh = DNA polymerase iota (human) inhibition; 390,000 compounds, 1% hits; Pol iota fluorescent replication assay, 10 min; Potency, µM (doses to about 115 µM), inactives show at the highest dose activity, negative = inhibition, most hits filed as inhibitors; Q9UNA4; AID 588590; further: potency means the concentration at half of the fitted maximal effect
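Pol iota at 10 nM preincubated 15 min with compounds at room temperature; reaction started with fluorescent substrate, 50 nM final. Fluorescence read kinetically at 0 and 10 min; buffer-only wells as negative control.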
Active calls of the source: *; ? = inconclusive; . = not tested or not shown; & = joins results of further samples; [ ] = another dose, or the depositor's remark. Unless noted, the call rests on the fitted dose curve; in most records, active means well fitted curve in the direction sought with a large enough effect; inconclusive means small, poorly fitted or top-dose-only effect, or another doubt; inactive means no such curve, though single readings can be large; an effect the other way counts as inactive or inconclusive.

1: CC1CCCCN1C(=O)COC(=O)c1ccc(N2CCCC2=O)cc1 (stereo not given)
2: COC(=O)C1=C(C(=O)OC)[C@@H]2N(C)c3ccccc3[C@@]23C[C@@H](C(=O)OC)N(C(=O)c2ccco2)C3=N1
3: CCCCCCCCNc1nc(Cl)nc(NCCN2CCOCC2)n1
4: COc1cc(CN2CCN(Cc3cccc(OC)c3OC)CC2)cc(OC)c1
5: Cc1nc2cc(NS(=O)(=O)c3ccccc3)ccc2n1C
6: CCCCCCCCNC(=O)/C(C#N)=C/c1ccc2c(c1)OCCO2
7: CSc1ccc(/C=N/NC(=O)c2cc(O)cc(O)c2)cc1
8: Cc1ccccc1N(CC(=O)NCc1ccc2c(c1)OCO2)C(=O)C1CSC(=O)C1 (stereo not given)
9: CC(=O)c1ccc(NC(=O)Nc2ccc(NS(=O)(=O)c3ccc(C)cc3)cc2)cc1
10: Cc1nc2cc(C(F)(F)F)ccc2n1C1CCN(CC(=O)N2CCOCC2)CC1
Assay by compound,1,2,3,4,5,6,7,8,9,10
APE1 inh,2.6%,17.4%[12.4 µM],25.1%,38.2%,-13.9%,15.4%,13.8%,16.3%,-6.7%,2.4%
Pol beta inh,.,.,12.7%,7.5%,4.4%,10.0%,20.9%,0.2%,-16.2%,22.3%
TRHR agonist,.,.,-1.0,1.1,0.5,-0.5,0.8,-0.2,0.4,-0.1
ALOX12 inh,5.3%,-15.5%,-5.9%,?,-1.6%,-0.4%,2.3%,-4.9%,11.6%,1.8%
POLK inh,13.7%,2.7%,-6.0%,6.5%,-2.9%,-5.8%,-17.7%,-14.0%,-11.8%,1.9%
Anesthetic bind,.,.,-5.9%,-7.3%,-4.7%,-17.5%,-12.7%,-3.2%,?,-8.8%
ERG Ets-DNA blk,-12.1%,-1.5%,0.3%,12.0%,4.2%,-1.1%,-4.1%,4.3%,?,-1.1%
BLM helicase inh,.,2.0%[12.4 µM],2.9%,0.0%,-2.3%,0.8%,-0.5%,-2.3%,-13.9%,-4.1%
POLI inh,17.0%,14.1%,-4.5%,163.9%[activator],27.7%,8.9%,24.0%,45.1%[activator],-4.8%,16.5%

Quoted from the results shown (3 entries):
8: Cc1ccccc1N(CC(=O)NCc1ccc2c(c1)OCO2)C(=O)C1CSC(=O)C1 (stereo not given)
9: CC(=O)c1ccc(NC(=O)Nc2ccc(NS(=O)(=O)c3ccc(C)cc3)cc2)cc1
10: Cc1nc2cc(C(F)(F)F)ccc2n1C1CCN(CC(=O)N2CCOCC2)CC1
Assay by compound,8,9,10
APE1 inh,16.3%,-6.7%,2.4%
Pol beta inh,0.2%,-16.2%,22.3%
TRHR agonist,-0.2,0.4,-0.1
ALOX12 inh,-4.9%,11.6%,1.8%
POLK inh,-14.0%,-11.8%,1.9%
Anesthetic bind,-3.2%,?,-8.8%
ERG Ets-DNA blk,4.3%,?,-1.1%
BLM helicase inh,-2.3%,-13.9%,-4.1%
POLI inh,45.1%[activator],-4.8%,16.5%

Later entries.
11: CC(=C/c1ccccc1)/C=N/NC(=O)CSc1nc(C)cc(C)n1
12: Cc1ccccc1N/C(=N/S(=O)(=O)c1cc(F)ccc1F)c1ccccc1
13: CCc1ccc(NC(=O)CSC2=Nc3ccccc3C3=NC(CCC(=O)NCCc4ccccc4)C(=O)N23)cc1 (stereo not given)
14: C[C@H]1CC[C@]2(O[C@H](CCO)C[C@@H](O)[C@@H]2O)O1
15: Cc1[nH]c(=O)[nH]c(=O)c1S(=O)(=O)Nc1ccc(Oc2ccccc2)cc1
16: COc1ccc(NC(=O)C2=C(C)NC(=O)NC2c2cccs2)c(OC)c1 (stereo not given)
17: O=c1[nH]nc(-c2ccccc2)cc1-c1ccccc1
18: COc1cccc(C(=O)Nc2cccc(OC(C)=O)c2)c1
19: O=C(N/N=C\c1ccccn1)C1COc2cc3ccccc3cc2O1 (stereo not given)
20: OCCOCCn1c2ccccc2c2ccccc21
Assay by compound,11,12,13,14,15,16,17,18,19,20
APE1 inh,3.1%,13.0%,.,24.5%,-4.0%,-0.2%,.,4.5%,2.2%,5.5%
Pol beta inh,31.7%,-5.0%,0.0%,4.8%,-22.1%,-1.7%,.,1.7%,2.4%,1.5%
TRHR agonist,-0.5,-0.4,-0.2,0.7,-1.5,-0.7,.,-0.9,0.3,0.0
ALOX12 inh,5.2%,-26.2%,-20.0%,7.7%,?,9.2%,-7.4%,4.5%,17.0%,0.0%
POLK inh,-2.3%[60.1 µM],-11.5%,-1.4%[60.1 µM],-0.2%,-4.5%,4.3%,-12.6%,-12.6%,7.2%,-3.8%
Anesthetic bind,-10.4%,?,?,5.7%,-17.0%,-3.8%,.,-10.4%,?,-7.1%
ERG Ets-DNA blk,-4.8%,1.9%,-0.2%,0.4%,4.2%,-5.9%,-4.0%,.,-3.6%,3.0%
BLM helicase inh,-1.9%,-6.5%,-7.5%,-1.3%,2.7%,1.9%,.,4.2%,-4.4%,2.3%
POLI inh,9.2%,31.9%[activator],4.1%,-7.6%,9.2%,11.6%,34.8%[activator],12.8%,19.6%,2.2%

21: COc1cc(Cl)c(C)cc1NC(=O)CNC(C)c1ccccc1OC (stereo not given)
22: CCc1cccc(C)c1NC(=O)C(CC)n1ncn2c(cc3cc(C)ccc32)c1=O (stereo not given)
23: COc1cccc(N2CCN(C(=O)c3cccn4c(=O)c5c(C)c(C)sc5nc34)CC2)c1
24: CCCN(c1ccccc1F)S(=O)(=O)c1cc(-c2cc(C)no2)ccc1OC
25: CCc1ccc(S(=O)(=O)Nc2cc3c(cc2C)n(C)c(=O)c(=O)n3C)cc1
26: CCCOC(=O)c1sc2nc3c(cc2c1N)C(=O)CCC3
27: CC(C)c1cc(CN2CCOCC2)cc(C(C)C)c1O
28: COc1cccc(N2CCN(S(=O)(=O)c3ccc4c(c3)CCCN4C(C)=O)CC2)c1
29: Cc1ccc2c(c1)C(=O)c1c(C(=O)O)cccc1-2
30: O=C1NC(=O)/C(=C/c2ccc(N3CCOCC3)o2)N1
Assay by compound,21,22,23,24,25,26,27,28,29,30
APE1 inh,-5.4%,.,5.5%,28.2%,.,1.0%,-1.8%,.,-9.5%,22.7%
Pol beta inh,-1.5%,-24.2%,6.2%,21.5%,1.7%,2.1%,6.1%,11.8%,?,-6.8%
TRHR agonist,0.9,0.0,-0.5,0.0,0.2,0.5,0.6,-0.7,-0.2,1.4
ALOX12 inh,15.5%,-16.5%,-1.6%,-20.0%,?,0.0%,0.0%,-13.9%,-23.0%,?
POLK inh,-8.9%,-4.8%,-11.8%,-6.6%,0.0%,2.7%,20.8%,-4.6%[60.1 µM],-20.0%,-10.5%
Anesthetic bind,4.6%,-3.7%,-6.7%,60.5%[activator],0.3%,-11.9%,4.7%,5.1%,-5.8%,14.6%
ERG Ets-DNA blk,-2.2%,-1.7%,-6.0%,10.0%,-2.7%,-1.6%,3.3%,-6.7%,-0.3%,-3.9%
BLM helicase inh,-5.5%,-0.1%,-1.5%,-6.7%,3.6%,-4.6%,-6.1%,-2.3%,-0.1%,-1.5%
POLI inh,44.4%[activator],29.5%,11.1%,-20.8%,17.2%,4.2%,-16.6%,26.6%,63.8%[activator],?

31: CCCCN(C(=O)c1ccccc1OCc1ccc(F)cc1)c1c(N)n(CC(C)C)c(=O)[nH]c1=O
32: COc1ccc(OCCOC(=O)Nc2ccccc2)cc1
33: Cc1cc(C)c[n+](-c2nc3ccccc3nc2C(=C=[N-])C#N)c1
34: Cn1nc(C(=O)NNc2c(F)c(F)cc(F)c2F)c2ccccc2c1=O
35: Cc1cccc(NC(=O)c2oc3c(c2C)C(=O)CC(C)(C)C3)n1
36: COc1ccccc1NC(=O)CN(c1ccccc1C)S(C)(=O)=O
37: CCc1ccc(N(CC)C(=O)c2cn(C)c(=O)c3ccccc23)cc1
38: CCN(CC)CCC(O)(c1ccccc1)C1CCCCC1 (stereo not given)
39: COCCN=c1scc(-c2cc(OC)ccc2OC)n1/N=C/c1c[nH]c2ccccc12
40: O=C(CSc1nc2ccccc2c(=O)n1CCC(=O)N1CCN(c2ccccc2)CC1)NCC1CCCO1 (stereo not given)
Assay by compound,31,32,33,34,35,36,37,38,39,40
APE1 inh,6.7%,-3.7%,-2.1%&1.2%,1.8%,3.9%,-10.8%,2.3%,6.6%,-7.9%,5.3%
Pol beta inh,0.0%,29.3%,1.3%&14.0%,-0.3%,2.4%,53.7%,53.7%,2.9%,4.2%,1.9%
TRHR agonist,-0.3,-2.2,1.0&1.0,-0.1,0.9,-0.1,0.0,0.2,-0.3,-0.7
ALOX12 inh,-3.3%,0.0%,-5.2%&-26.6%,-4.6%,20.1%,0.0%,-0.1%,8.2%,?,0.7%
POLK inh,-16.3%,8.3%,4.2%[60.1 µM],-6.8%,-7.8%,2.7%,2.4%,4.2%,-11.8%,-9.2%
Anesthetic bind,-8.1%,?,-7.1%&-1.4%,-2.8%,0.0%,-7.9%,1.5%,-3.2%,141.1%[activator],-8.4%
ERG Ets-DNA blk,-11.0%,5.6%,5.6%&14.1%,-4.4%,8.0%,-0.8%,-7.8%,-0.6%,-1.5%,-1.9%
BLM helicase inh,0.9%,-6.3%,-4.1%&-1.3%,-1.6%,-4.5%,2.7%,1.1%,4.1%,-11.6%,2.6%
POLI inh,4.8%,-6.7%,32.1%&-7.5%[activator],50.6%[activator],-27.9%,110.0%[activator],167.9%[activator],-8.4%,4.8%,144.0%[activator]

The list is partial, so the mix of outcomes need not match the whole.
